High-throughput results deposited in PubChem by Sanford-Burnham Center for Chemical Genomics.
HT1080 viability: cytotoxicity in HT1080 fibrosarcoma cells, cell-based, fluorescence readout (AID 620). one-dose cytotoxicity, % at 10 µM; EC50 in µM for titrated hits. 87,000 tested, 0.42% active. HT1080 viability, fluorescence; higher % means a stronger effect; in the data active = cytotoxicity above about 50%;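 note: cells exposed to compound overnight then 4 h with Alamar Blue; 0% = vehicle DMSO and 100% = killing control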
Starred values were filed as active, the others as inactive. The list is partial; count on the stated rates, not on these rows.

Structure,HT1080 viability
CCOc1ccc(S(=O)(=O)NCCSCc2ccco2)cc1,9%
COc1ccc(C(=O)N2CCN(S(=O)(=O)c3ccc(Cl)cc3)CC2)cc1OC,-2%
CCOC(=O)C1=C(CN2CCc3ccccc32)NC(=O)NC1c1cccc([N+](=O)[O-])c1 (configuration not stated),-12%
Cc1sc2ncnc(N3CCCCC3)c2c1C,-2%
Cc1cc(NC(=O)c2ccc(NC(=O)C(C)C)cc2)no1,-6%
C=CCNC(=O)NC(=O)COC(=O)/C(C#N)=C/c1cc(C)n(CCC(C)C)c1C,-1%
CCC(=O)OCCNc1cc(Sc2nc3ccccc3s2)c2nonc2c1[N+](=O)[O-],5%
CC(=O)c1coc2c1cc(O)c1ccccc12,-7%
O=C(Nc1ccc(Cl)cc1)[C@@H]1[C@@H]2C(=O)N(c3ccc4ccccc4c3)C(=O)[C@@H]2[C@H]2C=CC=NN21,10%
CC(C)(C)OC(=O)NCCc1nnc(SCc2c(Cl)cccc2Cl)o1,-2%
COc1ccc(NC(=O)CSc2nnc(-c3ccccc3)n2Cc2ccco2)cc1OC,-14%
Cc1c(C(=O)N2CCCC2)sc(NC(=O)c2ccccc2)c1C#N,-5%
Cc1ccc(NC(=O)c2sccc2-n2cccc2)c(C)c1,-4%
Cc1cc(=O)oc2cc(OCC(=O)NCc3ccncc3)ccc12,23%
COc1ccc(-n2cnc3cc(NS(=O)(=O)c4ccc(C)cc4)ccc32)cc1,-2%
COC(=O)c1ccccc1NC(=O)CSc1ccc(C)cc1,-16%
CCOC(=O)C1=C(CN2CCc3ccccc32)NC(=O)NC1c1ccc(Cl)cc1 (configuration not stated),0%
Cc1ccc(C(=O)CCC2CCCCC2=O)cc1 (configuration not stated),-9%
CCC/C=C(\CCC)C(NC(=O)c1ccc(C(F)(F)F)cc1)c1ccccc1 (configuration not stated),4%
COc1ccc(CNC(N)=O)cc1OC,1%
Cc1cccc(OCC(=O)N(C)CCc2ccccn2)c1,0%
CCCCN(CCCC)S(=O)(=O)c1ccc(NC(=O)Cc2cccs2)cc1,0%
CSCCNC(C)=O,7%
CC(C)C(=O)c1cc2c(cc1NC(=O)c1ccccc1)OCCO2,-3%
CCCCCOC(=O)C1=C(C)Nc2nnnn2C1c1ccccc1Cl (configuration not stated),1%
O=C(Nc1ccccc1Cl)N1CCn2c(nc3ccccc32)C1,6%
C=CCNc1nnc(SC2CC(=O)N(c3ccc(OCCC)cc3)C2=O)s1 (configuration not stated),-4%
CCOC(=O)CCc1c(C)c(C#N)c2nc3ccccc3n2c1-n1cnc2ccccc21,-9%
Cc1ccc2c(c1)N=C(c1ccc(Cl)cc1)CO2,-2%
CC(C)(C)c1cc(N/C=C\c2nnnn2-c2ccc(Br)cc2)no1,11%
CN(C)CCOC(=O)C12CC3(C)CC(C)(CC(C)(C3)C1)C2,35%
CC(C)(C)C1CCc2onc(C(=O)Nc3cccc(O)c3)c2C1 (configuration not stated),-12%
COC(=O)c1sccc1NC(=O)CCC1CCCCC1,4%
CCCC/C=C/C(NC(=O)OCc1ccccc1Cl)c1ccccc1 (configuration not stated),-36%
CSc1ccccc1NC(=O)Nc1ccc(F)c(Cl)c1,14%
O=S(=O)(c1cccc(-c2nc3ccccc3s2)c1)N1CCOCC1,-1%
O=C(NCc1cn2ccccc2n1)c1ccc2c(c1)OCO2,2%
CCC(=O)Nc1ccc(S(=O)(=O)N2CCOCC2)cc1,-9%
Nc1cccc(Cl)c1N1CCOCC1,6%
O=C(NCc1cccs1)c1ccc(CS(=O)(=O)c2ccc(Cl)cc2)o1,-16%
O=C(Nc1ccc2c(c1)Cc1ccccc1-2)c1cc2ccccc2o1,4%
COCCNCCOc1ccccc1-c1ccccc1,10%
N/C(=N\OC(=O)C(c1ccccc1)c1ccccc1)c1ccccn1,8%
O=C(Cc1coc2ccc3ccccc3c12)N1CCc2ccccc21,-5%
COC(=O)[C@H](C)[C@@H]1C[C@@]1(C)[C@@H](NC(=O)OCc1ccccc1)c1ccccc1,-4%
Cc1cc(C(F)(F)F)c2c(n1)sc1c(O)cc(=O)[nH]c12,-2%
COC(=O)[C@@H]1C[C@@]2(O)[C@@H](O)[C@@H](O)[C@@H](O)C[C@H]2N1CC1CCCCC1,6%
COC(=O)c1ccc(NC(=O)C2CCN(C(=O)c3cc(OC)c(OC)c(OC)c3)CC2)cc1,4%
COn1c(=O)c(-c2cccs2)[n+]([O-])c2ccccc21,-15%
Cc1cc(C)n(-c2nnc(SCC(=O)NC3CCCC3)c3ccccc23)n1,-1%
O=C(CSc1nc(SCC(=O)NCc2ccccc2)n(-c2ccccc2)n1)NCc1ccccc1,-4%
Cc1ccc(NC(=O)c2ccccc2)cc1,5%
CCOC(=O)c1cc2c(ccn2C)n1CC(=O)N1CCN(c2cccc(C(F)(F)F)c2)CC1,-8%
CSc1ccc(Cl)c(C(=O)OCC(=O)NC2CC2)c1,6%
CCOC(=O)c1sc(NC(=O)c2cncc(Br)c2)nc1C,7%
O=c1oc(-c2ccccc2)nc2c1C1(CCCCC1)Cc1ccccc1-2,-13%
Nc1nc(COc2ccccc2)cs1,-5%
COC(=O)CSc1nc(NC#N)nc(NC(C)C)n1,-7%
O=S(=O)(c1ccc2ccccc2c1)N1CCC(c2nc(-c3ccncc3)no2)CC1,-12%
CC(C)CNC(=S)N1CCC(NC(=O)C23CC4CC(CC(C4)C2)C3)CC1,-18%

Next structures
Structure,HT1080 viability
Fc1cccc(F)c1CSc1nc2ccccc2[nH]1,5%
Cc1cc(C)nc(NC(=O)CSc2nc3cc(Cl)ccc3s2)n1,-7%
O=C(NCCc1ccccc1)c1ccc(Cl)nc1,2%
COc1ccc2[nH]c(=O)c(CN(CCO)C(=O)NCc3ccccc3)cc2c1,5%
c1ccc(-c2nnc(-c3ccccc3)c(-c3c[nH]c4ccccc34)n2)cc1,-12%
CCC#CCOCC(=S)Nc1ccccc1,-14%
CC1(C)Cc2ccccc2-c2nc(-c3ccccc3)oc(=O)c21,-21%
Cc1cc(C(=O)O)c2ccccc2n1,0%
CCCOc1ccc(-c2nc(C#N)c(N3CCc4ccccc4C3)o2)cc1,14%
COC(=O)C1=C(CSCc2ccccc2)NC(=O)NC1c1cc(C)ccc1C (configuration not stated),-2%
CCOC(=O)C1=C(CCc2ccccc2)NC(=O)NC1c1ccc(Cl)cc1 (configuration not stated),-21%
CCn1c(SCC(=O)Nc2ccc3c(c2)OCCO3)nnc1-c1cccs1,13%
Cc1ccc(CNC(=O)C2CCCN(S(=O)(=O)c3c(C)n[nH]c3C)C2)cc1 (configuration not stated),3%
CCN(CC)C(=O)COC(=O)c1cc(-c2ccc(OC)cc2)nc2ccccc12,-26%
CS(=O)(=O)N(Cc1ccccc1F)c1ccccc1,-9%
Cc1ccc(CCCOC(=O)C[N+]2(C)CCOCC2)cc1,-10%
COc1cc2[nH]c(=O)n(CCC(=O)NCCC(C)C)c(=O)c2cc1OC,2%
COC(=O)C1=C(C)N(CCCC(=O)O)C(=O)NC1c1ccc(-c2ccccc2)cc1 (configuration not stated),-16%
Cc1cc2c(=O)[nH]cnc2s1,0%
CCOC(=O)c1cc2c(C)nn(-c3ccccc3)c2s1,-6%
Cn1c(N2CCN(C(=O)NC34CC5CC(CC(C5)C3)C4)CC2)nc2ccccc21,-1%
CCCCc1ccc(NC(=O)CSCc2cc(=O)[nH][nH]2)cc1,0%
CC(=O)N1N=C(c2ccc(C)cc2)OC1c1ccc(C)cc1 (configuration not stated),-22%
CCOc1ccc(NC(=O)CSc2nnc(Cn3cnc4ccccc43)n2C)cc1,2%
COc1cccc(NC(=O)Cn2cnc3sc(C)c(S(=O)(=O)N4CCCCC4)c3c2=O)c1,9%
O=C(Nc1ccc2c(c1)OCO2)c1ccc(Br)o1,29%
COc1ccc(OC)c(C2C(C(C)=O)=C(O)C(=O)N2CCc2ccc(OC)c(OC)c2)c1 (configuration not stated),8%
CC(=O)Oc1ccc(-c2cccc(C(=O)Oc3ccccc3)c2)cc1,-15%
O=[N+]([O-])c1ccc(/C=N/Nc2nc(N3CCCC3)nc(N3CCCC3)n2)o1,15%
CCNc1nnc(CSc2nc3ccccc3s2)s1,10%

Gathered by group, the entries above containing an NH in an aromatic ring (8)
Structure,HT1080 viability
Cc1cc(C(F)(F)F)c2c(n1)sc1c(O)cc(=O)[nH]c12,-2%
Fc1cccc(F)c1CSc1nc2ccccc2[nH]1,5%
COc1ccc2[nH]c(=O)c(CN(CCO)C(=O)NCc3ccccc3)cc2c1,5%
c1ccc(-c2nnc(-c3ccccc3)c(-c3c[nH]c4ccccc34)n2)cc1,-12%
Cc1ccc(CNC(=O)C2CCCN(S(=O)(=O)c3c(C)n[nH]c3C)C2)cc1 (configuration not stated),3%
COc1cc2[nH]c(=O)n(CCC(=O)NCCC(C)C)c(=O)c2cc1OC,2%
Cc1cc2c(=O)[nH]cnc2s1,0%
CCCCc1ccc(NC(=O)CSCc2cc(=O)[nH][nH]2)cc1,0%

Additional entries
Structure,HT1080 viability
Cc1ccc(-n2c(SCC(=O)NCc3ccco3)nnc2-c2cccnc2)cc1,7%
N#CCCN(C(=O)CSc1ccc2c(c1)OCCO2)c1ccc(F)cc1,-14%
Cc1ccc(-c2nc(=S)c3c(n2CC2CCCO2)CC(C)(C)OC3)cc1 (configuration not stated),4%
O=C(O)C1CCN(C(=O)c2ccc(Cl)cc2)CC1,4%
COc1ccc2c(c1OC)C(=O)OC2CC(=O)c1ccc(O)c(O)c1 (configuration not stated),-10%
CCCCCn1nc(C)c2c(C)cc(=O)[nH]c21,4%
O=C(COC(=O)c1cccnc1)Nc1ccccc1,-8%
O=C(Nc1nc(N2C(=O)c3ccccc3C2=O)n(-c2ccccc2)n1)c1ccc(Cl)cc1,-13%
Cc1cc(C)n(CC(=O)N/N=C/c2ccco2)n1,-9%
CC(C)Oc1ccc(-c2cc(C(=O)NCCN3CCOCC3)c3ccccc3n2)cc1,-21%
COC(=O)c1nc2ccccc2s1,1%
Cn1cnnc1SC1CCCCC1NS(=O)(=O)c1ccccc1 (configuration not stated),-2%
CS(=O)(=O)N(CCc1ccccc1)CC(=O)N1CCN(c2ccc(F)cc2)CC1,1%
CCOC(=O)/C=C1\NC(=O)C(C)S1 (configuration not stated),-11%
COC(=O)NC(=S)Nc1ccc(Oc2ccc(Cl)cc2)c(Cl)c1,17%
O=C(O)COc1c(-c2ccccc2)oc2ccccc2c1=O,32%
c1ccc(-n2nnnc2-c2cnc(-c3ccncc3)nc2-c2cccs2)cc1,2%
O=c1cc(CN2CCN(c3ccccc3F)CC2)c2cc3c(cc2o1)CCCC3,-13%
CC(O)C(NS(=O)(=O)c1ccc(Cl)cc1)C(=O)OCc1nnc(-c2ccccc2)o1 (configuration not stated),-2%
COC(=O)c1ccccc1NC(=O)c1ccc(Cn2cc(Cl)cn2)o1,-11%
O=C(Nc1cccc(-c2cnc3ccccc3n2)c1)c1cccc(NC(=O)c2ccco2)c1,21%
CCS(=O)(=O)N1Cc2ccccc2CC1C(=O)Nc1ccc(NC(C)=O)cc1 (configuration not stated),0%
CCCCCC(=O)Nc1c(-c2ccc(OC)cc2)c(=O)c2ccccc2n1C,-6%
Clc1ccc(OCCCCSc2ncccn2)cc1,-3%
CCC(Oc1ccccc1)C(=O)Nc1nc2c(s1)C(=O)CC(C)(C)C2 (configuration not stated),-8%
NC(=O)COC(=O)CCCc1nc2ccccc2s1,-9%
CCOC(=O)c1ccc(N/C=C2/CCCC(C)C2=O)cc1 (configuration not stated),-7%
CNCc1ccccc1OCC(=O)Nc1ccccc1,1%
COC(=O)C1(Cc2ccccc2)NC(c2ccccc2C)C2C(=O)N(c3ccc4c(c3)OCO4)C(=O)C21 (configuration not stated),7%
O=C(CCc1ccc(S(=O)(=O)NCCc2ccccc2)cc1)Nc1ccc2c(c1)OCO2,3%
COC(=O)[C@@]1(Cc2ccc(F)cc2)[C@H]2c3cc(C(=O)N(C)C)n(C)c3C[C@H]2CN1C(=O)c1ccccc1,18%
CCCCCCc1cc2cc(-c3nnc(-c4cccc(OC)c4)o3)c(=O)oc2cc1O,-2%
CCCCCCc1nc2ccccc2c(=O)n1NC(=O)c1c(O)c2cccc3c2n(c1=O)CC3,14%
CCOc1cc(/C=C2/C(=O)ON=C2C)ccc1OCc1ccccc1F,10%
O=C(NCCc1ccccc1)c1ccco1,-1%
Cc1ccc(N=C(NO)c2nonc2N)cc1,0%
CC(=O)Nc1ccc(OCC(O)CN2CCN(c3ccccc3Cl)CC2)cc1 (configuration not stated),11%
Cc1nnc(SCC(=O)Nc2ncc3c(n2)CC(c2ccccc2)CC3=O)s1 (configuration not stated),-2%
O=[N+]([O-])c1nn(-c2ccc3c(c2)OCCO3)n(O)c1=NC1CCCC1,3%
CCC1CCC(C(=O)NC(C(=O)Nc2ccc3c(c2)OCCO3)C(C)C)CC1 (configuration not stated),-6%
CC1=C(C(=O)OCc2ccccc2)C(c2ccccc2OC(=O)c2cccs2)NC(=O)N1CCCC(=O)O (configuration not stated),-30%
Cc1nn(C(=O)N2CCOCC2)c(C)c1CN1C(=O)c2ccccc2C1=O,-20%
CC(C)=CC(=O)OCC(=O)Nc1ccc(Cl)cn1,-8%
